PI5P4Ka inh – blocks human PI5P4K alpha kinase activity; P48426; PI5P4Kalpha enzyme, ADP-Glo luminescence, 60 min; hits give low values; max response, %; hit rate 1.2% among 330,000; AID 652105; active = max response of -50% or lower; inconclusive = between -30% and -50%; inactive = -30% or higher; note: value at the top dose of about 77 µM; % is set by controls: 0 for no effect and ±100 for the full control effect
Target sequence (P48426 whole entry, looked up): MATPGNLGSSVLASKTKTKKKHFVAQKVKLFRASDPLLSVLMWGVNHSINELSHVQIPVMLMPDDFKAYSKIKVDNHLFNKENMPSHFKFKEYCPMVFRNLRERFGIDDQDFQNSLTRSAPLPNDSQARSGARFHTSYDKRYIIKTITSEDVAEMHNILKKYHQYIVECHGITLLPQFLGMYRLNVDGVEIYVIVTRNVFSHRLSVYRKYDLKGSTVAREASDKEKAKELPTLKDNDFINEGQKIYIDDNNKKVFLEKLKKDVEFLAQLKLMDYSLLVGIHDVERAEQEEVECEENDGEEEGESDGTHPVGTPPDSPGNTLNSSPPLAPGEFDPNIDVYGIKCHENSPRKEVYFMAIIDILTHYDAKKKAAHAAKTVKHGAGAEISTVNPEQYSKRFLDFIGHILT
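PI5P4Kalpha ADP-Glo assay; 5 microM ATP final; 60 min RT reaction; HEPES pH 7.4/EGTA/CHAPS, 5% DMSO; controls lacking substrate or enzyme; luminescent end-point.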
WRN helicase inh – WRN helicase (human) inhibition; Q14191; WRN helicase unwinding, fluorescent forked duplex, kinetic; Potency, µM (titrated, usually from 114 µM), without a hit: at the top dose activity change, negative = inhibition, usual class: inhibitors; hit rate 0.46% among 360,000; AID 651768; note: potency is the fitted concentration of half-maximal effect; % is set by controls: 0 for no effect and ±100 for the full control effect; nearly all actives have a fitted effect of over 55% in size
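Kinetic fluorescence helicase assay: unwinding of a quenched forked DNA duplex (100 nM final) with 2 mM ATP final raises red fluorescence (525/598 nm). Compounds sat 15 min at room temperature with 20 nM WRN beforehand.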
PLK1 PBD inh – inhibitors of human PLK1 polo-box domain binding; Plk1 PBD binding of FITC phosphopeptide, fluorescence polarization; Potency, µM, for inactives: max response, negative = inhibition, actives largely listed as inhibitors; hit rate 2.8% among 360,000; AID 720504; note: potency is the fitted concentration of half-maximal effect; series mostly up to about 57 µM; % is set by controls: 0 for no effect and ±100 for the full control effect; nearly all actives have a fitted effect of over 65% in size
Target sequence (P53350 whole entry, looked up, the tested form may be a part): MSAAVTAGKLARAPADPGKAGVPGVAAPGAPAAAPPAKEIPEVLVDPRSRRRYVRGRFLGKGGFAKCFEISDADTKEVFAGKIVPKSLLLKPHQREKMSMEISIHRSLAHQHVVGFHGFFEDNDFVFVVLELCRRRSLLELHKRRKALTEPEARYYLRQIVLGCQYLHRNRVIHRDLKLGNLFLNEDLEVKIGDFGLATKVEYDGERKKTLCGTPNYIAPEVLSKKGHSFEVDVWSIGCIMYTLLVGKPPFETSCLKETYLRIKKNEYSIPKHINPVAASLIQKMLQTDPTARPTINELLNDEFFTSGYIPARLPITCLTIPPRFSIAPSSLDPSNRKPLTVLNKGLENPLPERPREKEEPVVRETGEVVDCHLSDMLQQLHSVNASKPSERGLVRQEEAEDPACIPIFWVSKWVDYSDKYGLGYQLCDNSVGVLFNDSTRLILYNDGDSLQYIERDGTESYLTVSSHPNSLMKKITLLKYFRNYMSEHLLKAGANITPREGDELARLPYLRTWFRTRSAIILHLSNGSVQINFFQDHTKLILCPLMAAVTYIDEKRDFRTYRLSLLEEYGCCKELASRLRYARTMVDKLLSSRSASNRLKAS
EPAC1 ag – EPAC1 (human) agonism | O95398 | EPAC1 agonist qHTS, biochemical assay; response scale: 100% = response to 6.5 mM cAMP | Potency, µM (highest dose often 154 µM), for the others: at the top dose activation, hits mostly activators | hit rate 0.073% among 360,000 | AID 720707; note: potency is the fitted concentration of half-maximal effect; nearly all actives have a fitted effect of over 60% in size
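Normalized to 6.5 mM cAMP, activity reflects EPAC1-catalysed release of BODIPY-GDP from Rap1B, followed kinetically over 30 min at 480 nm excitation, 540 nm emission. Reaction contained 100 nM EPAC1, 250 nM Rap1B-BODIPY-GDP, 50 uM GDP.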
EPAC1 antagonist – antagonists of human EPAC1; O95398; EPAC1 GEF assay, Rap1b-BODIPY-GDP exchange fluorescence; Potency, µM (doses to about 115 µM), without a hit: at the top dose activity change, negative = inhibition, most hits filed as inhibitors; hit rate 0.14% among 360,000;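 note: potency is the fitted concentration of half-maximal effect; plate controls were vehicle for no effect and positive control for full effect; nearly all actives have a fitted effect of over 50% in size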
aSyn yeast inh – rescues yeast growth from alpha-synuclein toxicity. Yeast expressing alpha-synuclein, growth rescue, BacTiter-Glo, 24 h. Potency, µM (top dose mostly 46.1 µM), for the others: at the highest dose growth rescue (activation), hits mostly activators. hit rate 0.14% among 370,000; note: potency is the fitted concentration of half-maximal effect; % of control where 0% means no effect; nearly all actives have a fitted effect of over 65% in size
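Readout is rescue of growth in alpha-synuclein-expressing yeast, so inhibitors of toxicity appear as activators. Growth after 24 hr at 30 deg C in galactose medium is quantified by luminescence.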
FUS suppressor – FUS proteinopathy suppression in yeast | AID 1347120 | hit rate 0.24% among 390,000 | S. cerevisiae FUS-expressing, growth rescue, OD600, 24 h | Potency, µM (doses to about 76.6 µM), without a hit: top-dose growth rescue (activation), hits mostly activators;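 note: potency is the fitted concentration of half-maximal effect; plate controls were DMSO vehicle for no effect and reference control for full effect; nearly all actives have a fitted effect of over 55% in size; some results filed as inactive show a strong effect at the top dose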
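Cultures pregrown in 2.5% raffinose medium are shifted to minimal medium containing 2% galactose to express toxic FUS. Compounds are tested at several concentrations. After 24hr at 30C, growth is quantified at 600 nm absorbance.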
IL2 activator – IL-2 activation; hit rate 0.065% among 360,000; IL-2 activation reporter assay, cell-based qHTS; stimulated with anti-CD3/CD4/CD28 beads; in transgenic mouse T cells; activation, % (series mostly up to about 46 µM); AID 652025; in the data active = activation above about 50%; inconclusive = mostly about 30% to 49%; note: 0% is about no effect
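Using fluorescent plate cytometry, EGFP and DsRed are detected in transgenic mouse T cells stimulated 18 h at 37 degrees C with antibody-coated beads after 60 min compound pretreatment.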
Abeta rescue – A-beta toxicity reversal in yeast. yeast expressing A-beta42, growth rescue, OD600, 48 h; response scale: 0% DMSO, 100% iron-clioquinol control. Potency, µM (top dose mostly 46.1 µM), for inactives: at the top dose growth rescue, most hits filed as activators. hit rate 0.063% among 410,000. AID 1347071; note: potency is the fitted concentration of half-maximal effect; nearly all actives have a fitted effect of over 55% in size
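Yeast A-beta toxicity model in growth medium with pinned compounds, 48 h at 30 C; growth read as absorbance at 600 nm. Normalized to FeCl3/clioquinol equimolar mix (positive) and DMSO (negative).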
* = called active by the depositor; ? = inconclusive; / = not tested or not shown; & = joins results of further samples; [ ] = dose if it differs, or a comment. Unless noted, calls come from the whole dose curve; as a rule, active = well fitted curve in the direction sought with a large enough effect; inconclusive = small, poorly fitted or top-dose-only effect, or another doubt; inactive = no such curve, though single readings can be large; an effect the other way counts as inactive or inconclusive.

cpd	compound	EPAC1 antagonist	FUS suppressor	WRN helicase inh	IL2 activator	aSyn yeast inh	PLK1 PBD inh	Abeta rescue	PI5P4Ka inh	EPAC1 ag
1	CN(CC(=O)Nc1cccc(F)c1)C(=O)/C=C/c1cc(Br)ccc1OC(F)F	-22%	25%	-13%	0.2	4%	0%	-9%	-4	?
2	Nn1c(SCc2ccccc2F)nnc1-c1cccnc1	15%	-10%	-3%	4.1	-1%	0%	-11%	-12	15%
3	Cc1nnc(SC(C)C(=O)Nc2nccs2)s1 (stereo unspecified)	0%	-45%	-2%	-0.1	-2%	6%	-12%	3	0%
4	CCCC12C(=O)C(C)(C(c3ccccc3)=C1c1ccccc1)C1C(=O)N(c3ccc(C)cc3)C(=O)C12 (stereo unspecified)	18%	-3%	-34%[57.1 µM]	-3.6	2%	-15%	6%	6	-3%
5	CCOC(=O)N1CCN(S(=O)(=O)Cc2ccccc2)CC1	-10%	-24%	-2%	-1.9	10%	2%	9%[9.22 µM]	-1	-8%
6	CC(C)Cn1c(-c2csc3c2CCCC3)n[nH]c1=S	-16%	/	0%	0.1	-4%	-6%	26%	-3	-5%
7	Cc1noc(C)c1COC(=O)/C=C/c1ccccc1Cl	-16%	27%	-8%	-2.7	4%	-4%	-15%	3	7%
8	O=S(=O)(O)c1nc2ccccc2n1CCOc1ccccc1	0%	14%	-3%	2.7	0%	-3%	-4%	0	13%
9	COc1cc(C=NC2CCCCC2)ccc1O	3%	-11%	-2%	-1.8	-8%	4%	3%	-14	2%
10	COc1ccc(C(=O)/C=C/c2ccc(OC)c(COc3ccc(F)cc3)c2)cc1	-12%	-3%	-9%	1.0	3%	-4%	11%	/	14%
11	Cc1ccc(NC(=O)c2cnccn2)c(Br)c1	-23%	-12%	-8%	1.1	1%	2%	8%	-4	2%
12	CNC(=S)N(Cc1cc2ccc(OC)cc2[nH]c1=O)CC1CCCO1 (stereo unspecified)	-4%	8%	4%	0.3	0%	-2%	18%	-5	4%
13	Nc1cc(N)nc(SCC(=O)NCc2ccco2)n1	-5%	10%	2%[57.1 µM]	-1.3	1%	1%	5%	-1	-8%
14	O=C(COC(=O)c1cc(S(=O)(=O)N2CCOCC2)ccc1Cl)c1ccc[nH]1	18%	-28%	8%	-2.0	-4%	-4%	-2%	-29	-2%
15	COc1cc(CNCCNC(=O)c2cccs2)cc(OC)c1OC	-5%	-25%	-5%	0.7	-2%	-2%	-1%	-4	6%
16	CC(=O)Nc1ccc(NC(=O)CSc2nc(=O)n(Cc3cccnc3)c3c2CCC3)cc1	-11%	/	0%	-0.5	?	1%	9%	-5	10%
17	Cc1c(C#N)c(O)n(CCO)c(=O)c1N=Nc1ccccc1	16%	7%	6%	0.6	2%	-6%	-8%	-14	-2%
18	Cc1nc2n(COCCO)cnn2c(=O)c1Br	5%	4%	4%	-2.7	1%	-14%	-11%	3	9%
19	Cc1cccc(CSc2nc3ccncc3n2CC(=O)Nc2cc(C)cc(C)c2)c1	-16%	?	-11%	-0.2	-21%	-4%	-6%	12	-13%
20	O=C(O)c1n[nH]c2c1CCCCC2	12%	-4%	-2%	0.0	0%	3%	-12%	/	-1%
21	CCN(C[C@H]1N[C@@](C)(C(=O)OC)[C@H]2C(=O)N(C)C(=O)[C@@H]12)C(=O)COc1ccccc1	-10%	-30%	7%	0.9	3%	-14%	-9%	-1	-18%
22	CCc1cc(CNC(=O)C2CCC(=O)N(Cc3ccc(Cl)cc3)C2)on1 (stereo unspecified)	-7%	-9%	11%	1.6	-7%	-13%	13%	3	9%
23	CCOc1cc(C=O)ccc1OCCn1c([N+](=O)[O-])cnc1C	-1%	11%	-9%	-1.0	0%	0%	-4%	0	9%
24	OCCC1CN(Cc2ccc(Oc3ncccn3)cc2)CCN1C1CCCCC1 (stereo unspecified)	-20%	-27%	-4%	0.9	-8%	0%	-1%	9	12%
25	O=C(c1ccccc1)N1CCN(CCc2ccccn2)CC1	16%	12%&4%	-3%	-4.3	-2%	0%	-18%&-12%	1	-10%
26	CCN(Cc1ccccc1)c1ccc(/C=N/NS(=O)(=O)c2ccc(C)c([N+](=O)[O-])c2)cc1	?	/	-30%	-0.5	2%	24µM*	10%	6	14%
27	Cc1cc2nc(-c3ccc(Cl)cc3)c(CC(C)(C)C)n2c(C)c1Br	?	-6%	-13%	1.0	-4%	-1%	-3%	-4	-3%
28	C=C(Cl)COC(=O)C1C2C=CC(C2)C1C(=O)O (stereo unspecified)	8%	-13%	-3%	-0.2	1%	-10%	1%	2	10%
29	Oc1[nH]c(=S)sc1/C=C1\C(c2ccccc2)=Nc2ccccc21	?	-1%	-30%	-7.5	3%	-22%	0%	-74*	4%
30	COc1ccc(NC(=O)c2cccc(S(=O)(=O)N3CCOCC3)c2)cn1	-11%	-6%	-15%	0.3	4%	-15%	-2%	-2	15%

Continued, starting with the last 2 of the part before.
cpd	compound	EPAC1 antagonist	FUS suppressor	WRN helicase inh	IL2 activator	aSyn yeast inh	PLK1 PBD inh	Abeta rescue	PI5P4Ka inh	EPAC1 ag
29	Oc1[nH]c(=S)sc1/C=C1\C(c2ccccc2)=Nc2ccccc21	?	-1%	-30%	-7.5	3%	-22%	0%	-74*	4%
30	COc1ccc(NC(=O)c2cccc(S(=O)(=O)N3CCOCC3)c2)cn1	-11%	-6%	-15%	0.3	4%	-15%	-2%	-2	15%
31	O=C(CNS(=O)(=O)c1cccs1)Nc1ccc2c(c1)OCCO2	21%	14%	16%	-3.5	0%	-6%	-6%	-1	-4%
32	Cc1ccc2nc(CCCc3nc4ccc(C)cc4[nH]3)[nH]c2c1	3%	37%	8%	-2.9	-3%	-11%	2%	1	-3%
33	Cc1cc2nc(-c3ccc(Cl)cc3)c(Cc3ccsc3)n2c(C)c1Br	4%	15%	-11%	0.0	-1%	-10%	-6%	9	12%
34	Cc1ccc(CN2C(=O)CSc3ccc(C(=O)NCCN4CCOCC4)cc32)cc1	-8%	-28%	-27%[57.1 µM]	-0.8	4%	-10%	17%	2	-3%
35	CCCN1C2CCCC1CC(NC(=O)Nc1ccc(C(C)C)cc1)C2 (stereo unspecified)	-4%	16%	-10%	-2.1	0%	1%	1%	2	1%
36	C=CCOc1ccc(Br)cc1/C=C1/SC(=Nc2ccc(C(=O)O)cc2)NC1=O	6%	37%	-11%[11.6 µM]	-0.2	19%	21µM*	-4%	-72*	-4%
37	Cc1cc(C)c(NC(=O)CNC(=O)COC(=O)Cc2ccccc2C)c(C)c1	-29%	-2%	9%	-0.7	-11%	-15%	-16%	-1	-6%
38	Cc1ccc(C=NNc2ccc([N+](=O)[O-])cn2)cc1	-6%	/	-3%	-5.2	-11%	8%	-6%	2	8%
39	COc1ccccc1N1CCN(C2CCCN(C(=O)c3cc(C4CC4)on3)C2)CC1 (stereo unspecified)	8%	6%	-4%	-0.2	0%	-8%	9%	1	2%
40	COc1ccccc1NC(=O)c1sc(NC(=O)c2ccco2)c(C#N)c1C	-15%	-9%	-7%	1.7	2%	-11%	4%	/	13%
41	CCOc1cccc(NC(=O)c2cnccc2C(F)(F)F)c1	11%	3%	9%	1.9	-4%	-3%	-10%	-7	-2%
42	CC1(C)CC(O)CC(C)(C)N1CC(O)COCc1ccccc1 (stereo unspecified)	7%	20%	12%	0.2	1%	-2%	2%	4	-19%
43	C=CCNC(=O)NC(=O)CN1C(=O)NC(c2ccccc2)(c2ccccc2)C1=O	-4%	2%	-3%	2.2	-5%	-5%	9%	3	-4%
44	O=C(NNc1c(Cl)cncc1Cl)c1sccc1Cl	6%	-5%	0%	0.2	10%	0%	8%	-2	-2%
45	c1ccc(-c2csc3ncnc(N4CCN(Cc5ccc6c(c5)OCO6)CC4)c23)cc1	9%	-25%	2%	-0.4	4%	-5%	-2%	0	-1%
46	Cc1c(-c2cccc(NC(=O)c3cccs3)c2)nc2ncccn12	-10%	1%	?	0.1	-6%	-2%	-10%	2	10%
47	CC(C)N1CCN(Cc2ccc(-c3ccccc3Cl)o2)CC1CCO (stereo unspecified)	0%	-1%	-3%	-0.6	7%	-18%	-5%	1	1%
48	O=C(c1ccc(Cl)cc1)N1CCCCC(Cl)C1=O (stereo unspecified)	6%	-10%	4%	0.5	3%	-8%	15%	-1	4%
49	CCN(CC)c1ccc(CNc2nc3ccccc3n2C)cc1	16%	5%	4%	-0.8	-1%	-1%	-8%	12	-9%
50	COc1ccccc1NC(=O)C1CCCN1C(=O)Nc1ccc(F)cc1 (stereo unspecified)	5%	13%	7%	0.4	-3%	-10%	12%	0	4%
51	Cc1cc(-c2nnc3n2N=C(c2ccccc2)CS3)n[nH]1	?	25%	-21%	2.9	5%	-5%	-3%	8	7%
52	CCOCCCn1c(SCC(=O)/C(C#N)=C(\C)N)nc2ccccc2c1=O	-4%	/	-24%	-1.2	-3%	-8%	-12%	-8	-7%
53	CC(C)(C)OC(=O)C[C@H]1C/C=C\C[C@@H](CC(=O)N(CCO)Cc2ccccc2)C(=O)N[C@H](Cc2c[nH]c3ccccc23)COC1=O	-4%	20µM*	8%	-0.4	-4%	6%	1%	-7	-9%
54	CC(=O)c1cccc(N(CC(=O)Nc2ccccc2C(=O)N2CCCC2)S(C)(=O)=O)c1	14%	12%	4%	-2.9	7%	-1%	5%	1	8%
55	Cc1cc(C)c2cc(C#N)c(NCCCN)nc2c1	16%	-15%	-9%	-0.2	-5%	-7%	-22%	21	-11%
